Bioassay records from PubChem.
mHTT CaM bind: inhibitors of human mutant huntingtin-calmodulin interaction. AlphaScreen His-mHTT/GST-CaM binding, luminescence. AID 1671202. P42858. inhibition, % at 15 µM. actives 3.6% (n = 190,000);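 also: 0% = both proteins with DMSO and 100% = one protein alone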
Pf apPOL inh: Pf-apPOL DNA polymerase inhibition | inhibition, % at 10 µM | actives 0.25% (n = 210,000) | AID 1794808 | Recombinant Pf-apPOL, molecular beacon fluorescence, 1.5 h
* = called active by the depositor; / = no result given; & = joins results of further samples. Rule as the data show it: active = inhibition above about 50%; inactive = the rest. This is a subset, so the mix of outcomes need not match the whole.

Results follow in this order: Pf apPOL inh | mHTT CaM bind
(1) Cc1ccc(-n2c(C)nc3ccc(I)cc3c2=O)c([N+](=O)[O-])c1
  -2 | 3
(2) COc1ccc(OC(=O)N(C)c2ccc(C)cc2)cc1
  -9 | -19
(3) CCSc1sc(CC)cc1C=C(C#N)C#N
  / | -26
(4) COc1ccc2c(c1)C1(CCN(C(=O)Nc3ccc4c(c3)OCO4)C1)C(=O)N2C (configuration not stated)
  -4 | -4
(5) COc1ccc2c(c1)C1(CCN(S(=O)(=O)c3ccc(F)c(C)c3)C1)C(=O)N2 (configuration not stated)
  -5 | 15
(6) Cc1ccccc1N1CCN(Cc2ccc3c(c2)OCO3)CC1
  0 | 2
(7) O=[N+]([O-])c1cccc(C(O)C(Cl)(Cl)Cl)c1 (configuration not stated)
  -2 | /
(8) CC1(C)CCC(C)(C)c2cc(-c3csc(-c4c(Cl)cc(C(F)(F)F)cc4Cl)n3)ccc21
  0 | /
(9) CC(C)Sc1nnc(OC(=O)N(C)C)n1-c1ccccc1
  -6 | /
(10) N#CC1=C(N)Oc2c(c(=O)oc3ccccc23)C1C1CC=CCC1 (configuration not stated)
  0 | -6
(11) O=P1(N(CCCl)CCCl)NCCCO1 (configuration not stated)
  -16 | /
(12) CCN(CC)C(=O)c1ccc2c(c1)C1C=CCC1C(C(=O)O)N2 (configuration not stated)
  2 | 76*
(13) Cn1cc(C(=O)NC2CCCCC2)c2cccnc21
  -3 | -7
(14) CCOc1cc(CNCCc2ccc(Cl)cc2)ccc1OC
  -10 | -5
(15) C=CCN1C[C@@H](C)N([C@H](c2ccc(C(=O)N(CC)CC)cc2)c2cccc(OC)c2)C[C@@H]1C
  -6 | /
(16) Oc1ccc2c3c1O[C@H]1c4[nH]c5ccccc5c4C[C@@]4(O)C(C2)N(CC2CC2)CCC314 (some centres not stated)
  4 | /
(17) CC(=O)c1ccc(N2CCN(Cc3cc(F)ccc3F)CC2)cc1
  -2 | 1
(18) CCC1(c2ccccc2)C(=O)NC(=O)N(C(=O)c2ccccc2I)C1=O (configuration not stated)
  -2 | 8
(19) CC(=O)OCC1=C(C(=O)O)N2C(=O)C(N)C2SC1 (configuration not stated)
  / | -1
(20) COc1cc(Br)c(CN2CC3CC(C2)c2cccc(=O)n2C3)cc1OC (configuration not stated)
  -1 | 18
(21) COc1ccc(N2CCN(Cc3ccc(C)cc3)CC2)cc1
  1 | 26
(22) COc1ccc(CCN(C)Cc2cccc(F)c2)cc1OC
  0 | -2
(23) O=[N+]([O-])c1cccc(CN2CCN(c3ccc(Cl)cc3)CC2)c1
  -10 | 20
(24) Cn1cc(/C=C2\C(=O)NC(=O)N(c3ccccc3)C2=O)c2ccccc21
  -1 | 8
(25) CCC(=O)N1N=C2C3CCN(CC3)C2C1c1ccc([N+](=O)[O-])cc1 (configuration not stated)
  -6 | 1
(26) CCOc1c(/C=C/[N+](=O)[O-])cccc1OC
  -2 | 9
(27) COc1ccccc1/C=C1\N=C(c2cncc(Br)c2)OC1=O
  4 | -1
(28) CN(C)C(=O)Oc1cc(O)c2c(=O)cc(-c3ccccc3)oc2c1
  -1&-7 | 16&-6
(29) Cc1ccccc1CN1CCN(C(=O)Cc2ccccc2)CC1
  -4 | 3
(30) CN1CCC2(CC1)C(=C=N)C(=S)NC(=O)C2C#N (configuration not stated)
  / | -6

Structural class, the entries above containing nitrogen in an aromatic ring.
Results follow in this order: Pf apPOL inh | mHTT CaM bind
(1) Cc1ccc(-n2c(C)nc3ccc(I)cc3c2=O)c([N+](=O)[O-])c1
  -2 | 3
(8) CC1(C)CCC(C)(C)c2cc(-c3csc(-c4c(Cl)cc(C(F)(F)F)cc4Cl)n3)ccc21
  0 | /
(9) CC(C)Sc1nnc(OC(=O)N(C)C)n1-c1ccccc1
  -6 | /
(13) Cn1cc(C(=O)NC2CCCCC2)c2cccnc21
  -3 | -7
(16) Oc1ccc2c3c1O[C@H]1c4[nH]c5ccccc5c4C[C@@]4(O)C(C2)N(CC2CC2)CCC314 (some centres not stated)
  4 | /
(20) COc1cc(Br)c(CN2CC3CC(C2)c2cccc(=O)n2C3)cc1OC (configuration not stated)
  -1 | 18
(24) Cn1cc(/C=C2\C(=O)NC(=O)N(c3ccccc3)C2=O)c2ccccc21
  -1 | 8
(27) COc1ccccc1/C=C1\N=C(c2cncc(Br)c2)OC1=O
  4 | -1

Next section
Results follow in this order: Pf apPOL inh | mHTT CaM bind
(31) COc1ncccc1CNC(=O)c1nn(C)c2ccccc12
  1 | -5
(32) O=C(CCc1nc(-c2ccccc2F)no1)N1CCC2(CC1)OCCO2
  4 | -1
(33) C[C@@H](N)Cc1cnc[nH]1
  13 | /
(34) COc1ccc(NC(=O)C2c3ccccc3C(=O)N3CCCCC23)cc1OC (configuration not stated)
  2 | 0
(35) CN(C)c1ccc(CN2CC=C(c3ccc(F)cc3)CC2)cc1
  3 | 52*
(36) ClC1=CCC2CN(CCN3CCOCC3)CC2C1 (configuration not stated)
  2 | -1
(37) CC(=O)CC(c1cccc([N+](=O)[O-])c1)c1c(OC(C)=O)c2ccccc2oc1=O (configuration not stated)
  -2&1 | /
(38) COc1ccc(OC)c(CN2CCN(c3ccc(Cl)cc3)CC2)c1
  0 | 26
(39) O=C(CN1CCCCC1)c1ccccc1
  -4 | -8
(40) Cc1nc2ccc(I)cc2c(=O)n1-c1cccc(C(F)(F)F)c1
  -1 | 0
(41) CN1CCN(Cc2ccccc2O)CC1
  0 | -5
(42) NCC(CP(=O)(O)O)c1ccc(Cl)cc1 (configuration not stated)
  13 | /
(43) COCC(=O)N1CCC2(C1)C(=O)N(C)c1ccc(OC)cc12 (configuration not stated)
  -1 | 1
(44) COc1c(Cl)cc(Cl)cc1-c1c(C#N)c(N)n2c(nc3ccccc32)c1C#N
  -6 | -42
(45) O=[N+]([O-])c1ccc(SCC(Cl)CS(=O)(=O)Cc2ccccc2)cc1 (configuration not stated)
  -7 | 1
(46) Cc1c(NC(=O)c2ccc(Cl)cc2)cc(-c2ccccc2)n1CCCN1CCOCC1
  -39 | /
(47) CC(=O)Nc1ccc(OC(=O)N(C)c2ccccc2)cc1
  8 | -4
(48) Cc1ccc(-n2c(C(F)(F)F)nc3ccccc3c2=O)cc1
  2 | -7
(49) O=C(c1ccc(N2CCCCCC2)c([N+](=O)[O-])c1)N1CCC2(CC1)OCCO2
  0 | 19
(50) CN1C(=O)C(=Cc2cn(Cc3ccc(Cl)cc3)c3ccccc23)C(=O)N(C)C1=O
  8 | 3
(51) O=C(Cc1ccccc1F)N1CCCN(C2CCN(CC3CC3)C2=O)CC1 (configuration not stated)
  3 | 4
(52) CCCC12CN3CC(C)(CN(C1)C3C(C)C)C2=O (configuration not stated)
  4 | -7
(53) CCN1CCN(c2ncccc2C#N)CC1
  -2 | -4
(54) COc1ccc(CN2CCN(c3ccccc3OC)CC2)cc1O
  -2 | 0
(55) O=C1C=CC(=O)C=C1
  6 | /
(56) CCCCC(=O)N1CCC2(C1)C(=O)N(C)c1ccc(OC)cc12 (configuration not stated)
  -4 | -3
(57) CCN1CCN(Cc2cccs2)CC1
  -8 | -6
(58) [C-]#[N+]c1ccc(Cl)cc1C(C)S(=O)(=O)c1ccc(C)cc1 (configuration not stated)
  / | -2
(59) CC(C)CCn1c(=O)c(C(=O)Nc2ccccn2)c(O)c2ccccc21
  0 | -1
(60) O=C(Nc1ccc(Cl)cc1C(=O)c1ccccc1)c1ccc([N+](=O)[O-])o1
  -14 | 4
(61) COc1ccc(/C=C/C(=O)ON=C2CC3CCC(C2)N3C)cc1OC
  -8 | -1
(62) C#CCSc1nc(C)c(Cc2c(F)cccc2Cl)c(OC(=O)N(C)C)n1
  0 | /
(63) N#CC1CC2CC1N(Cc1ccccc1)C2 (configuration not stated)
  -2 | /
(64) CCN1CCN(Cc2ccccc2Cl)CC1
  -11 | -1
(65) COc1cc(CNC(=O)c2nc(C)n(C3CCN(C)CC3)c2C)cc(OC)c1
  -22 | 12
(66) CC(C)(O)C1C2OC(=O)C1C1(O)C3OC3C3C(=O)OC2C31C (configuration not stated)
  0 | /
(67) OCCN1CCN(Cc2ccc(Br)cc2)CC1
  1 | 0
(68) CS(=O)CCCCN=C=S (configuration not stated)
  -11 | /
(69) COc1cc2c(cc1OC)C(C(=O)Nc1ccc(F)cc1)C1CCCCN1C2=O (configuration not stated)
  -2 | 18
(70) CCOC(=O)c1ncn2c1[C@@H]1CCCN1C(=O)c1cc(OC)ccc1-2
  -9 | /
(71) Oc1ccc(Br)cc1Cl
  / | -11
(72) Nc1ccc(OC(F)(F)Cl)cc1
  / | -6
(73) COc1ccc2c(c1)C1(CCN(C(=O)Nc3cccc(F)c3)C1)C(=O)N2C (configuration not stated)
  -6 | -4
(74) COc1ccc2c(c1)C1(CCN(C(=O)c3cccs3)C1)C(=O)N2 (configuration not stated)
  -3 | 3
(75) COc1ccc(CN2CCN(c3ccc(OC)cc3)CC2)cc1
  -3 | -1
(76) O=C(Cc1ccccc1)N1CCN(Cc2noc(-c3cccc(F)c3)n2)CC1
  -2 | 9
(77) COc1ccc(CN2CCN(c3ccc(Cl)cc3)CC2)cc1OC
  -4 | 15
(78) Cc1nn(C(C)(C)C)c(C)c1C=NOC(=O)Nc1cccc(C(F)(F)F)c1
  -3 | /
(79) COc1ccc(N2CCN(Cc3cc(Br)ccc3OC)CC2)cc1
  -3 | 50
(80) Cc1ccc(NC2=NCC(C)S2)cc1 (configuration not stated)
  -10 | -6
(81) CS(=O)(=O)c1n[nH]c([N+](=O)[O-])n1
  / | 0
(82) O=c1c2ccccc2nc(C[n+]2ccccc2)n1-c1ccccc1C(F)(F)F
  3 | 5
(83) O=C(NC(Oc1ccccc1)C(Cl)(Cl)Cl)c1cccnc1 (configuration not stated)
  3 | 4
(84) O=C(Cc1ccc(F)cc1)N1CCCN(Cc2noc3ccccc23)CC1
  -3 | -1
(85) CN(C)C(=O)Oc1ccc(OC(=O)N(C)C)cc1
  0 | -4
(86) COc1ccc(C2NCCc3[nH]cnc32)c(F)c1 (configuration not stated)
  -5 | 6
(87) Cn1c(C=C(C#N)C#N)ccc1S(C)(=O)=O
  -1 | /
(88) CC(Cc1ccccc1)NC(=O)C(c1ccc(N)cc1)c1ccc(N)cc1 (configuration not stated)
  3 | 4
(89) O=C1C2CCCN2C(c2cccnc2)N1c1cccc(Cl)c1 (configuration not stated)
  4 | -9
(90) CC(C)C(O)(C(=O)OCC1CC[N+]2([O-])CCCC12)C(C)O (configuration not stated)
  -9 | /

By substructure: the entries above containing a CF3 group (5)
Results follow in this order: Pf apPOL inh | mHTT CaM bind
(8) CC1(C)CCC(C)(C)c2cc(-c3csc(-c4c(Cl)cc(C(F)(F)F)cc4Cl)n3)ccc21
  0 | /
(40) Cc1nc2ccc(I)cc2c(=O)n1-c1cccc(C(F)(F)F)c1
  -1 | 0
(48) Cc1ccc(-n2c(C(F)(F)F)nc3ccccc3c2=O)cc1
  2 | -7
(78) Cc1nn(C(C)(C)C)c(C)c1C=NOC(=O)Nc1cccc(C(F)(F)F)c1
  -3 | /
(82) O=c1c2ccccc2nc(C[n+]2ccccc2)n1-c1ccccc1C(F)(F)F
  3 | 5

The listing continues.
Results follow in this order: Pf apPOL inh | mHTT CaM bind
(91) C#CC1(O)CCC2C3CCC4=CC(=O)CCC4(C)C3CCC21C (configuration not stated)
  -3 | -2
(92) COc1ccc2c(c1)C1(CCN(S(=O)(=O)c3ccc(Cl)cc3)C1)C(=O)N2C (configuration not stated)
  -22 | 11
(93) CC(=O)OC1CCC2(C)C(=CCC3C2CCC2(C)C(OC(=O)c4ccccc4)CCC32)C1 (configuration not stated)
  -4&-5&-11 | 3
(94) Cc1cc(Br)ccc1NC(=O)C(Cl)(Cl)Cl
  3 | -14
(95) O=C1NC(=O)C(C(c2ccccc2)c2ccccc2)C(=O)N1
  -8 | 1
(96) N#CC(C#N)=Cc1ccc(N2CCOCC2)o1
  / | 3
(97) C=C(C)C1OC2CCC3(C)C4(C)c5[nH]c6cc(Cl)c7c8c6c5C(OC(C)(C)C5CC(C(=C)C7)C85O)C4CCC3(O)C23OC3C1O (configuration not stated)
  -8 | /
(98) COc1cc2c(cc1OC)-c1c(OC)c(OC)c(N)c3c1[C@H](C2)N(C)CC3
  / | 8
(99) CN(C)C(=O)Oc1ccc2c(=O)c(Oc3ccccc3Br)coc2c1
  -8 | -2
(100) O=[N+]([O-])c1cccc(CNCCc2ccc(F)cc2)c1
  -1 | 0
(101) CC(=O)C1=C(C)OC(N)=C(C#N)C12C(=O)Nc1ccc([N+](=O)[O-])cc12 (configuration not stated)
  4 | 3
(102) CC(C)C[C@H]1COc2cc(N3CCN(C)CC3)ccc2S(=O)(=O)N1
  -6 | -2
(103) Oc1ccc(Br)cc1C1=NNC(c2cccnc2)C1 (configuration not stated)
  -8 | 31
(104) O=C(Nc1ccc2c(c1)OCCO2)c1cc2cccnc2n(Cc2ccc(F)cc2)c1=O
  -3 | -1
(105) CN1CCN(Cc2cc(F)ccc2F)CC1
  -2 | -4
(106) O=C1OC(c2cncc(Br)c2)=N/C1=C/c1ccc(Cl)c(Cl)c1
  -5 | 1
(107) COc1ccccc1N1CCN(Cc2ccc(Cl)c(Cl)c2)CC1
  -4 | 38
(108) COc1cc2c(cc1OC)C1C(C(=O)N3CCC4(CC3)OCCO4)c3ccccc3C(=O)N1CC2 (configuration not stated)
  -6 | -6
(109) NCC1(CC(=O)O)CCCCC1
  16 | /
(110) CN(C(=O)Oc1cccc2cccnc12)c1ccccc1
  -2 | -2
(111) CC(NC(=O)c1cn(C)c2ncccc12)c1ccccn1 (configuration not stated)
  -3 | -8
(112) COc1cc(C2=NC(O)C(=O)Nc3ccc(Cl)cc32)ccc1O (configuration not stated)
  2 | /
(113) c1ccc(CCN2CCOCC2)cc1
  -2 | -4
(114) CCC(=O)N1N=C2C3CCN(CC3)C2C1c1ccc(F)cc1 (configuration not stated)
  -5 | -7
(115) Cc1nc2ccccc2c(=O)n1-c1ccc2c(c1)OC(F)(F)O2
  0 | 4
(116) N#CC1=C(N)Oc2c(c(=O)oc3ccccc23)C1C1CCCCC1 (configuration not stated)
  -1 | -1
(117) O=C(COc1ccccc1F)N1CCN(Cc2nc(C3CC3)cs2)CC1
  -10 | -8
(118) CC(=O)c1cc(CCl)cs1
  / | 3
(119) COc1ccc2nc(N3CCC(C(=O)N4CCC5(CC4)OCCO5)CC3)sc2c1
  -1 | -1
